From PubChem
hgDAF-12 ag: activates the H. glycines DAF-12 receptor ligand-binding domain; HEK293 GAL4-hgDAF12 UAS-luciferase reporter, agonist luminescence; normalized to butyrate control; activation, % at 6.8 µM; actives 1.8% (n = 370,000);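 active = activation above a cutoff set at the mean of all screened compounds plus 3 SD, cut at about 10% in these data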;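 also: 0% = DMSO wells and 100% = sodium butyrate wells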
GAA850 FXN act: frataxin GAA850 promoter activation; HEK293 lucGAA850 FXN promoter luciferase reporter, 24 h; percent of 10 µM SAHA response; activation, % at 6 µM; actives 0.56% (n = 360,000); AID 540364;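 active = activation above the average of all compounds screened plus 3 SD, cutoff fixed separately per campaign, cut at about 7.5% in these data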;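 also: 0% = DMSO wells and 100% = 10 µM SAHA wells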
DAX1 inh-1: DAX1 (NR0B1) inhibition, primary screen; HEK293T StAR-luciferase reporter, SF-1/DAX-1 repression relief; inhibition, % at 6.8 µM; actives 1.1% (n = 370,000); AID 652010;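 active = inhibition above the mean over all tested compounds plus 3 SD, cut at about 3.6% in these data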;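 also: 0% = DAX-1 cells with DMSO and 100% = cells lacking DAX-1 with DMSO; higher inhibition means more luminescence from relief of DAX-1 repression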
ssDAF12 agonist: activators of S. stercoralis DAF-12 nuclear receptor | actives 1% (n = 370,000) | activation, % at 6.8 µM | AID 652126 | HEK293 ssDAF-12/GRIP1 lit1-tk-luc reporter, luminescence; % of 3 µM dafachronic acid response;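 active = activation above the mean over all tested compounds plus 3 SD, cut at about 0.9% in these data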;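 also: 0% = DMSO-only wells and 100% = 3 µM delta7-dafachronic acid wells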
sPLA2-III inh: Inhibits HGIII-sPLA2 liposome hydrolysis, primary screen; Q9NZ20; QFRET BODIPY PC-A2 liposome hydrolysis, fluorescence; inhibition, % at 12.2 µM; actives 0.56% (n = 370,000); AID 743126;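 active = inhibition above mean plus 3 SD of compounds lying within the high and low control bounds, cut at about 19% in these data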;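 also: 0% = median of test compound wells and 100% = no enzyme DMSO wells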
ADAM10 inh: ADAM10 inhibition, QFRET primary screen; O14672; recombinant ADAM10, EDANS/DABCYL FRET peptide cleavage, 3 h; inhibition, % at 7 µM; actives 0.62% (n = 370,000);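 active = inhibition above a per-campaign cutoff equal to the mean of compounds falling between control-based bounds plus 3 SD, cut at about 20% in these data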;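 also: 0% = DMSO wells while the 100% control is not disclosed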
Target sequence (O14672 214-748 limits assumed): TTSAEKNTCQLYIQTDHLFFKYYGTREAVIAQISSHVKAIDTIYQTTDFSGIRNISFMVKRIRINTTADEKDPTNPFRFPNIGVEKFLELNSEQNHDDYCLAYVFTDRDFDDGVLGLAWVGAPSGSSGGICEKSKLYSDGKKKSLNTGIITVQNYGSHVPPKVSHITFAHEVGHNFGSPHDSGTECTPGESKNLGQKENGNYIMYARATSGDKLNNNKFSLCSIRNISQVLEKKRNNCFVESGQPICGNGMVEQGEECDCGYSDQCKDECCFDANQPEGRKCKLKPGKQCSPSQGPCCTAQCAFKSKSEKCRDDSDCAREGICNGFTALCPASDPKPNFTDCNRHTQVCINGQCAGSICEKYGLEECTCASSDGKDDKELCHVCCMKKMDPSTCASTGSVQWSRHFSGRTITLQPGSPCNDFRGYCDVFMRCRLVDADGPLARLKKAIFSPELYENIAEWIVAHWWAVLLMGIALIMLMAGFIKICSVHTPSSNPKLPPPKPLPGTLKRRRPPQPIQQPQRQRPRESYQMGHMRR
DAX1 inh-2: NR0B1 (DAX1) inhibition. P51843. HEK293 Gal4-DAX1 luciferase reporter, luminescence. inhibition, % at 6.75 µM. actives 0.99% (n = 340,000). AID 504766;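 active = inhibition above the mean over all tested compounds plus 3 SD, cut at about 4.2% in these data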;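 also: 0% = DAX1-transfected cells with DMSO and 100% = empty-vector control cells with DMSO; inhibition shows as a rise in luminescence from relieved DAX1 repression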
Target sequence (P51843 207-470 limits assumed): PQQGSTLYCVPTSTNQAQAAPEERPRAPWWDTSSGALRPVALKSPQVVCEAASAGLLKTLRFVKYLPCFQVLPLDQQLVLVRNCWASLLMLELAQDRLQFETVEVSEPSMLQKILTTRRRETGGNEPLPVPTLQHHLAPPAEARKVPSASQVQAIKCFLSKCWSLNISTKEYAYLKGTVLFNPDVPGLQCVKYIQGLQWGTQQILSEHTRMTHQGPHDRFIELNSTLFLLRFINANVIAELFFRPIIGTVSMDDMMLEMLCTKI
NPR1 activator: GC-A (human) enzyme activation. P16066. AID 1671463. activation, % at 10 µM. HEK293 GC-A cells, cGMP TR-FRET, EC30 ANP; 0% at EC30 ANP, 100% saturating ANP. actives 0.14% (n = 370,000); in the data active = activation above about 40%
SMARCA2 activ: increases SMARCA2 function in MMTV reporter cells; actives 1% (n = 370,000); MG213 cells, MMTV-luciferase reporter, dexamethasone, overnight; activation, % at 9.1 µM; AID 652017; in the data active = activation above about 7.8%;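 also: 0% = vehicle wells and 100% = reference activator wells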
NPR2 activator: GC-B (human) receptor activation. P20594. HEK293-GC-B cells, CNP EC30, cGMP TR-FRET; 0% at EC30 CNP, 100% saturating CNP. activation, % at 10 µM. actives 0.11% (n = 370,000);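 active = activation at 10 µM reaching about 35% in either raw or pattern-adjusted values, limit read from the data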
hcDAF-12 act: activates DAF-12 receptor from parasite H. contortus. HEK293 hcDAF-12 lit1-tk-luc reporter, luminescence; 0% DMSO, 100% Δ7-dafachronic acid. activation, % at 6.8 µM. actives 1.4% (n = 370,000);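 active = activation above the mean of all tested compounds plus 3 SD, cut at about 5.5% in these data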;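 also: 100% = response to 3 µM Δ7-dafachronic acid high control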
* = called active by the depositor; i = inactive; / = no result given.

SMILES | hgDAF-12 ag | GAA850 FXN act | DAX1 inh-1 | ssDAF12 agonist | sPLA2-III inh | ADAM10 inh | DAX1 inh-2 | NPR1 activator | SMARCA2 activ | NPR2 activator | hcDAF-12 act
Cn1c(N)c(C(=O)COC(=O)C2(c3ccccc3F)CCCC2)c(=O)n(C)c1=O | -0.6 | -2.6 | 0.2 | -1.2 | -11 | -5 | -0.6 | 7 | 0 | 0 | -0.8
CCCCN1CC(N2CCCCC2)CS1(=O)=O (centres undefined) | 0.8 | / | 0.6 | -0.6 | 8 | 0 | / | 4 | -2 | -3 | 0.0
COc1ccc(C(=O)NC2CC(C)(C)Cc3c2cnn3-c2ccccc2C)o1 (centres undefined) | -0.9 | -0.7 | 0.2 | -1.7 | -3 | -1 | -1.5 | -2 | 3 | 0 | -2.2
CCCc1cc(=O)n2[nH]c(NCc3ccc(OC)cc3)nc2n1 | -1.3 | 2.5 | 0.1 | -1.8 | 3 | 0 | -0.6 | 0 | 0 | 4 | -0.6
COc1ccc(NC(=O)c2cc(-c3sc(NC(=O)c4ccccc4)nc3C)n(Cc3ccccc3)n2)cc1 | -2.5 | / | -1.9 | -1.2 | -5 | -43 | / | 1 | -2 | 0 | -2.0
O=C(/C(=C/O)N=Nc1ccccc1Cl)c1ccccc1 | 5.8 | 1.2 | 0.5 | -0.7 | -6 | -6 | -0.1 | -1 | -2 | 1 | -0.6
CN1CCCN(C(=O)CSc2nnc(-c3cccnc3)n2C2CCCCC2)CC1 | -2.9 | / | 2.3 | -0.9 | 7 | -7 | / | 5 | 0 | 3 | 2.7
COc1ccc2c(c1)CCO[C@]21O[C@H](CCO)C[C@H](O)[C@H]1O | -1.4 | 1.5 | 0.7 | -1.4 | 14 | -3 | 2.9 | 0 | -5 | -1 | -2.7
C[C@H](CO)N1C[C@H](C)[C@H](CN(C)S(=O)(=O)c2ccccc2)Oc2c(NS(C)(=O)=O)cccc2C1=O | 0.2 | 0.6 | 0.5 | -0.4 | 3 | 3 | 0.6 | -1 | 1 | 5 | -2.2
O=[N+]([O-])c1ccc(N/N=C/c2ccccc2)cc1 | 7.2 | 4.0 | -0.2 | -1.3 | -8 | 2 | 4.1 | 6 | 4 | -3 | 1.1
COc1cc(C(=O)Nc2ccc(Br)cc2C(=O)c2cc(OC)c(OC)c(OC)c2)cc(OC)c1OC | 2.2 | 0.0 | 0.0 | -1.8 | 1 | 1 | 1.5 | -8 | -4 | 1 | -1.0
Clc1ccc(CNc2ncccn2)cc1 | -7.4 | -9.4 | -1.2 | -1.9 | 17 | -14 | -1.4 | 5 | -8 | 2 | -5.3
NS(=O)(=O)c1ccc(CCNC(=O)COC(=O)c2ccc([N+](=O)[O-])o2)cc1 | 1.6 | -0.4 | -0.8 | -1.1 | 1 | -5 | 0.2 | 1 | -1 | 1 | 1.5
Cc1cccc2cc(CN(Cc3ccccc3)C(=S)NCCCN(C)C)c(=O)[nH]c12 | 3.0 | 1.1 | 1.9 | -0.9 | -11 | -15 | 5.4* | -8 | 3 | -4 | -0.5
c1ccc(C(=C2CCCO2)c2ccccc2)cc1 | -1.1 | 2.3 | -0.8 | -0.2 | 10 | -18 | 1.4 | 1 | -4 | 3 | 0.0
COc1ccc(C)cc1S(=O)(=O)N1CCCCCC1 | 2.8 | 1.8 | 0.3 | -1.4 | -4 | 6 | -0.1 | -1 | -4 | 1 | 1.5
COc1ccccc1C(=O)Nc1ccccc1C(=O)NC1CCCCC1 | -0.8 | 1.5 | -0.9 | -1.3 | 2 | -1 | 0.3 | -1 | -2 | -6 | -0.8
O=C(NCCO)c1cc2c(s1)CCC2 | -1.6 | 2.2 | 0.1 | -0.9 | 2 | 7 | -0.7 | 1 | 2 | 0 | 1.1
N#CCCn1cc(C(=O)CN2C(=O)C(=O)N(C3CCCC3)C2=O)c2ccccc21 | 1.3 | -1.7 | 1.0 | -0.9 | 2 | 0 | 1.6 | 3 | 6 | -1 | -0.6
CCN1CCN(c2ccc(NC(=O)c3ccc4c(c3)[nH]c(=O)n4Cc3ccc(F)cc3)cc2)CC1 | -1.3 | 0.5 | 0.7 | -0.9 | 8 | -2 | -0.2 | 10 | -2 | 2 | -1.1
CCCCCCN1C=CC=C/C1=C\C=C(C#N)C#N | -0.3 | 2.7 | -0.3 | -2.0 | 17 | 0 | / | -8 | -1 | -8 | -1.0
Cc1ccc(CN2CCNC(=O)C2CC(=O)NCCCn2cccn2)o1 (centres undefined) | -2.0 | -1.6 | -1.3 | -1.8 | -5 | -1 | 0.6 | 0 | 2 | -12 | 1.0
O=C(c1ccc(CS(=O)(=O)c2ccc(Br)cc2)o1)N1CCCCCC1 | 1.9 | -1.2 | 0.8 | -1.3 | 0 | -1 | 3.2 | -3 | -2 | 0 | -2.2
Oc1oc(-c2ccccc2)nc1/C=N/c1nccs1 | 7.0 | 1.8 | 0.4 | -0.1 | 5 | 4 | 1.9 | -1 | 3 | -3 | 0.5
O=C(Nc1ccc2c(c1)OCO2)c1cccs1 | 12* | 4.7 | 2.7 | -0.3 | 1 | -1 | 0.7 | 1 | 10* | 5 | 6.6*
Cc1ccc(SC(C)C(=O)N2CCC(C(N)=O)CC2)cc1 (centres undefined) | -0.3 | 0.1 | 0.1 | -1.8 | 3 | -1 | 0.4 | 1 | -2 | 6 | 0.0
CCOC(=O)N1CCC(NC(=O)c2ccc3c(c2)N(C)CCS3)CC1 | 0.3 | -1.9 | -0.7 | -1.0 | 0 | i | 0.1 | -2 | -4 | -6 | -1.6
CCCC(=O)Nc1ccc(C(=O)NNC(=S)NC(=O)c2ccc(Br)o2)cc1 | -1.0 | -0.1 | -0.4 | -1.3 | 10 | -3 | -0.3 | 2 | -3 | -6 | -0.8
COc1ccc2nc(/N=C/c3c(C)[nH]n(-c4ccc(C)cc4C)c3=O)sc2c1 | -0.1 | 1.3 | 0.3 | -0.1 | -4 | -4 | 1.6 | -3 | 1 | -5 | 0.6
CCOC(=O)c1ccc(CNC(=O)CSc2nnnn2-c2ccc(Cl)cc2)o1 | 0.3 | 0.6 | -0.3 | -0.5 | -7 | -2 | -0.4 | -4 | -2 | -10 | -1.5
COC(=O)c1ccc(OC)cc1OCC(=O)N1CCN(c2ccc(F)cc2)CC1 | 1.2 | -1.0 | 0.0 | -1.6 | -3 | -4 | -0.8 | -21 | 1 | -12 | -2.0
CCCCN(C(=O)CSc1nnnn1-c1ccccc1OC)C1CCS(=O)(=O)C1 (centres undefined) | -0.9 | 0.6 | 0.3 | -1.4 | 15 | -6 | -0.4 | 2 | -4 | 3 | -0.1
COc1ccccc1NCC(=O)N1CCN(S(=O)(=O)c2ccccc2)CC1 | 1.2 | -2.3 | -1.9 | -0.1 | -4 | 3 | -0.2 | 0 | -2 | 3 | 0.7
O=C(CCn1c(=S)[nH]c2cc3c(cc2c1=O)OCO3)NCCc1ccccc1Cl | -3.5 | 2.3 | 1.2 | -1.0 | 5 | -8 | -0.4 | -3 | -2 | -6 | -0.2
Cc1nc2ccc([N+](=O)[O-])cc2c(=O)n1Cc1ccc([N+](=O)[O-])cc1 | -3.6 | 1.1 | -0.2 | -1.1 | 13 | -1 | 2.7 | -4 | -1 | -8 | -1.6
Cc1cccc(NS(=O)(=O)c2cc(C(=O)N3CCOCC3)ccc2Cl)c1 | -1.3 | 1.1 | 0.0 | -1.1 | 13 | 1 | -0.1 | 4 | 0 | 0 | -0.8
CCC(CO)Oc1cc(NC(=O)c2ccc(C)cc2)c2ncn(C(C)C)c2c1 (centres undefined) | -3.2 | 0.1 | 0.1 | -1.7 | 6 | -2 | -1.3 | 4 | 1 | 1 | -2.5
COc1ccc(CNC(=O)/C=C/C(=O)O)cc1 | -2.0 | -0.7 | -0.2 | -1.2 | 10 | -6 | 0.6 | 2 | -1 | -1 | 0.6
Cc1ccccc1-c1cc2nc(NCCCN(C)C)n(C)c(=O)c2s1 | -1.0 | 0.8 | -0.7 | 0.0 | -4 | -24 | / | -4 | -2 | 7 | -0.6
O=C1c2ccccc2NC(c2cccc(F)c2)N1Cc1ccccc1 (centres undefined) | -2.6 | 0.3 | -0.1 | -1.5 | 11 | i | -0.2 | -19 | -4 | -6 | -0.5
COc1ccccc1S(=O)(=O)n1cc(Cc2ccccc2)c(N)n1 | 1.3 | 1.2 | -0.7 | -1.2 | -2 | -6 | 0.7 | -5 | -3 | 1 | -1.3
Cc1cc(NC(=O)CCSc2nc(-c3ccco3)cc(C(F)(F)F)n2)n(-c2ccccc2)n1 | -0.7 | -0.6 | -0.3 | -1.5 | -20 | 12 | -0.3 | -2 | 1 | -3 | -2.4
COc1ccc(C(=O)Nc2cc(OC)cc3cccnc23)cc1 | 1.3 | -0.6 | 0.6 | 0.3 | -4 | 0 | 0.3 | 3 | -1 | -4 | 3.4
O=C1NC[C@@H](CCCCN2C[C@H](Cc3ccc(O)cc3)N(CCc3ccccc3)C(=O)C2=O)N(CCC2CCCCC2)C1=O | -2.2 | / | -1.7 | -1.1 | -23 | -4 | / | 4 | -1 | 2 | -0.5
c1coc(-c2nnc3n2N=C(c2ccc4c(c2)OCO4)CS3)c1 | 0.3 | / | -1.4 | -1.4 | -4 | -1 | / | 21 | -4 | 17 | -1.7
COc1ccc(OC)c(NC(=S)N2CCN(c3ccccn3)CC2)c1 | 2.2 | -1.3 | 0.2 | -1.2 | 9 | -1 | -0.9 | -1 | 2 | 0 | 0.0
Cc1[nH]nc(-c2ccc(OCc3cnn(-c4ccccc4)c3)c(C)c2O)c1Oc1ccccc1 | 1.7 | -2.2 | 0.1 | -0.8 | 5 | -2 | 0.6 | 0 | -1 | -5 | -0.7
CC(C)c1ccc(N=C2N=C(N)c3ccccc32)cc1 | 3.7 | 5.4 | 2.2 | 0.9 | 2 | -1 | 2.4 | 15 | 3 | -1 | 5.2
C[C@H](c1ccccc1)N1C[C@@H](COCc2ccccc2)Oc2cccc(N3CCCCC3)c2S1(=O)=O | -3.8 | / | -1.6 | -1.3 | 0 | -8 | / | 0 | -5 | -3 | -1.7
COc1ccc(C(=O)C2CCCN(Cc3cccn3-c3ccccn3)C2)c(C)c1 (centres undefined) | 1.8 | -3.9 | -1.0 | -0.5 | -10 | -2 | -2.1 | -14 | -5 | -16 | -2.2
Cc1cccc(N(CC(=O)NC(C)(C)C)C(=O)CCC(=O)Nc2ccccn2)c1 | -2.2 | 0.8 | 0.0 | -0.9 | 9 | -8 | -0.1 | 0 | -2 | 9 | -1.1
CC(CNC(=O)C(=O)NC(C)CCc1ccccc1)Cc1ccccc1 (centres undefined) | -0.2 | -1.3 | -0.4 | -0.8 | -5 | -4 | 1.8 | -2 | 1 | 1 | -1.8
CNc1cnn(-c2ccc(C)cc2)c(=O)c1Cl | 10 | 4.5 | 2.9 | 0.6 | 9 | -7 | 3.0 | 1 | 5 | -3 | 8.1*
